aSyn UTR inh = MLPCN primary screen, SNCA 5' untranslated region. alpha-synuclein 5'UTR reporter, inhibitor activity. inhibition, % (tested at 7.5 µM). 300,000 tested, 0.82% active. AID 1813, 2009; in the data active means inhibition above about 60%; inconclusive means no clear call, values can overlap the other calls;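 further: H4 neuroglioblastoma cells stably carrying SNCA 5'UTR luciferase fusion; 0% = DMSO wells and 100% = positive control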
Platelet DG rel = inhibitors of platelet dense granule secretion, primary screen, cell-based, MLPCN, human platelets | human platelet-rich plasma, SFLLRN dense granule ATP release, luminescence | inhibition, %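 (compounds screened at 7.5 µM in platelet-rich plasma)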 | 300,000 tested, 0.22% active;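 active means mean replicate score, as percent of positive control, at or above 50; inconclusive means mean below 50 but at least one replicate at or above 50; inactive means mean and every replicate below 50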
HSF1 inhib = HSF1 inhibitors in luciferase reporter cells, primary screen, cell-based, NIH3T3, luminescence | activity change, negative = inhibition, % at 7.5 µM (by protocol) | NIH3T3-HGL HSE-luciferase, MG132-induced, luminescence 8 h; hits give low values | 300,000 tested, 0.77% active;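 active means more than half of replicate wells show activity change below -50%, luminescence cut by over half; inconclusive means some wells, but at most half, below -50%; inactive means no replicate well below -50%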;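 further: luciferase reports HSF-1 transcriptional activity via heat shock element; 0% = median of DMSO wells and -100% = zero luminescence signal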
HIF act = HIF pathway transcriptional activators, primary screen, cell-based, U2OS HRE-luciferase, luminescence; U2OS HRE-luciferase reporter; normalized: DMSO 0%, desferrioxamine 100%; 300,000 tested, 0.32% active; activation, % at 7.5 µM (by protocol); AID 1910, 2009;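 active means mean activation of at least 10% of the iron chelator positive control signal, with at least half of replicates also reaching 10%; inconclusive means mean and replicate majority disagree about reaching 10%; inactive means mean and most replicates under 10%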
IEC-6 tox = cytotoxicity in IEC-6 intestinal epithelial cells, primary screen, cytotoxicity control for KLF5 inhibitor project, cell-based, luminescence | IEC-6 cytotoxicity, luminescence viability | inhibition, % at 5 µM | 290,000 tested, 0.78% active; in the data active means inhibition above about 22%;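 further: 0% = plate median of test compound wells and 100% = cytotoxic reference compound wells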
HDAC3 inh = HDAC3 deacetylase inhibitors, primary screen, biochemical, fluorescence, cell-free homogeneous | recombinant HDAC3, fluorogenic peptide/trypsin coupled | 320,000 tested, 0.15% active | AID 2718, 2010 | Histone deacetylase 3 (Homo sapiens), O15379 | inhibition, % at 8.3 µM; in the data active means inhibition above about 26%, passing the limit was not always enough; inconclusive means no clear call, values can overlap the other calls
Target sequence (O15379 whole entry, looked up): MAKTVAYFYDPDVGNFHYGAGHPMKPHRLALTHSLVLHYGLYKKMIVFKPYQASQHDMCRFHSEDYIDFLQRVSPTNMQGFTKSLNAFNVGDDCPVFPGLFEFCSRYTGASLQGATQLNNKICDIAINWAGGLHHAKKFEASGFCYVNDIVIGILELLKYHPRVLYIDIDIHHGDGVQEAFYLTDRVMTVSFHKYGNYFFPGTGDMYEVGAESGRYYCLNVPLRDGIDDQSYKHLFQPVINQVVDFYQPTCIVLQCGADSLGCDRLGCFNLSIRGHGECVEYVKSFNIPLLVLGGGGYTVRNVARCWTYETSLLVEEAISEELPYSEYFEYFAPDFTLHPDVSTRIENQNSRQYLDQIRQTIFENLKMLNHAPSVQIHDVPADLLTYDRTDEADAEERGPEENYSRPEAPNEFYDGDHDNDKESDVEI
AI-2 QS modul = Vibrio harveyi AI-2 quorum sensing modulators, primary screen, JMH597 strain, luminescence/OD600 ratio | 300,000 tested, 0.4% active | Vibrio harveyi JMH597 AI-2 luminescence/OD600 ratio, 9 h; hits give low values; strain lacks LuxN and CqsS sensors; 0 = neutral-control median | activity change, % at 7.5 µM; in the data active means activity change below about -75%, passing the limit was not always enough; inconclusive means no clear call, values can overlap the other calls;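 further: luminescence divided by OD600 gain over 9 h not by final OD600 alone; inactives centre near 13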
HSP90 refold inh = HSP90 inhibitors, primary screen, cell lysate, luminescence; Heat shock protein HSP 90 (rabbit reticulocyte lysate; luciferase refolding); 290,000 tested, 0.91% active; inhibition, % at 5.6 µM; Rabbit reticulocyte lysate, luciferase refolding luminescence, 3 h; AID 1789, 2009;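 active means inhibition above the screen-wide mean plus 3 SD, computed separately per campaign, cut at about 16% in these data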;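 further: 0% = DMSO wells and 100% = 60 µM geldanamycin wells; inhibitors lower the luminescence because luciferase stays unfolded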
HSF-1 act = HSF-1 activators, primary screen, NIH3T3-HGL cells, MG132 stress, luminescence, single point; NIH3T3-HGL HSF-1 luciferase reporter, 8 h; 100% = twice DMSO control signal; activation, % at 9 µM; 300,000 tested, 1.7% active; AID 504408, 2011;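 active means mean replicate activation of at least 50% with a set share of replicates each reaching 50%; inconclusive means only one of those two conditions met; inactive means mean below 50% and too few replicates reaching it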;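 further: 0% = median of the neutral control wells and 100% = twice that signal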
KLF5 inhibitor = KLF5 expression inhibitors, primary screen, DLD-1 cells, luminescence; DLD-1 KLF5 promoter-luciferase reporter; inhibition, % at 5 µM; 290,000 tested, 0.23% active;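 active means inhibition above a per-plate limit of that plate's mean compound inhibition plus 3 SD, cut at about 60% in these data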;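 further: 0% = DMSO wells and 100% = LY294002 at 200 µM; higher means less KLF5 promoter-driven luciferase light; inactives centre near -14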
The depositor's hits bear a star; ? = inconclusive; · = no result given.

SMILES | aSyn UTR inh | Platelet DG rel | HSF1 inhib | HIF act | IEC-6 tox | HDAC3 inh | AI-2 QS modul | HSP90 refold inh | HSF-1 act | KLF5 inhibitor
Cc1cccc(C(C#N)c2ccc(Cl)nn2)c1 (stereo unspecified) | 17 | 1 | 25 | -0.2 | -2 | 0 | 5 | 0 | 74* | -18
CCCOc1ccc(CSC(=N)N)cc1C(=O)OC | -18 | -1 | -5 | 0.6 | -1 | 6 | 17 | -1 | -18 | -13
O=C(NNC(=O)c1ccccc1-n1cccc1)c1ccc(Cl)cc1Cl | -10 | -1 | -7 | 0.0 | 1 | -1 | 21 | 0 | -5 | -7
CC(O)CN1CCN(C(=O)CN2C(=O)NC(c3ccccc3)(c3ccccc3)C2=O)CC1 (stereo unspecified) | 3 | -3 | -11 | -0.6 | -7 | ? | 13 | -1 | 26 | 0
COc1ccccc1-c1c(C)nn2c(C)cc(C)nc12 | -37 | -4 | -3 | -0.4 | 1 | 0 | -3 | -2 | -6 | -7
COc1cccc(OC)c1C(=O)N1CCN=C1SCc1cccnc1 | -12 | 0 | -6 | -1.7 | -4 | -9 | 15 | 4 | -24 | 18
C=C(C)Cn1c(C2CC(=O)N(c3ccccc3F)C2)nc2ccccc21 (stereo unspecified) | 12 | 2 | 1 | -0.5 | 6 | 1 | 16 | 2 | 0 | -3
CCCCNC(=O)CSc1nc2ccc(NC(=O)CSc3nnc(N)s3)cc2s1 | -36 | -29 | 2 | -0.7 | 4 | 2 | 25 | 0 | -6 | -9
O=C1CN(C(=O)COC(=O)/C=C/c2ccc(OC(F)F)cc2)c2ccccc2N1 | 10 | 21 | 2 | -0.2 | -3 | -6 | 29 | 2 | -10 | -46
COc1ccccc1OCCNC(=O)C(CCSC)NS(=O)(=O)c1ccccc1F (stereo unspecified) | -16 | 3 | 8 | 0.2 | · | -2 | 18 | · | 5 | ·
COc1c(C)cc(C(=O)C2CCCN(C(=O)c3csc(C)n3)C2)cc1C (stereo unspecified) | 9 | -3 | -3 | -0.5 | 5 | 1 | -1 | -1 | -2 | -45
COc1ccc(NC(=O)c2c([N+](=O)[O-])c(C(C)(C)C)nn2C)cc1 | -6 | 10 | 5 | 0.1 | 0 | 0 | -6 | -3 | -6 | -6
O=C(COc1ccccc1)N1CCN(S(=O)(=O)c2ccc(Cl)cc2)CC1 | -4 | -2 | -1 | -0.1 | -4 | ? | 4 | 2 | 3 | 17
Cc1ccc(N2C(=O)[C@@H]3C(c4ccc(F)cc4)=NO[C@@H]3C2=O)cc1 | 6 | -1 | 0 | 0.0 | 5 | 1 | 23 | -1 | 4 | 10
O=C(CCCCn1c(=O)c2ccccc2n(Cc2ccc(F)cc2Cl)c1=O)NCc1ccco1 | 6 | 0 | 18 | 0.8 | -6 | 12 | 7 | 0 | 11 | -31
O=C(CCc1ccccc1)NC(=S)Nc1ccccc1[N+](=O)[O-] | -26 | 10 | 9 | 0.3 | 1 | 10 | -11 | -1 | 17 | -43
CC(=O)c1ccc(N2CCC(c3cc(-c4ccc(Cl)cc4)n[nH]3)CC2)c([N+](=O)[O-])c1 | 50 | -4 | 9 | -0.2 | -3 | -4 | 22 | 0 | 13 | -27
Cc1ccc(C(=O)NC2CC3CCC(C2)N3Cc2ccco2)cc1 (stereo unspecified) | -4 | -7 | -4 | 1.5 | -4 | -6 | 16 | -2 | 2 | -12
COC(=O)c1cc(NC(=O)c2cccc(C(F)(F)F)c2)c(=O)oc1C/C=N/OCc1cccc(Cl)c1Cl | -13 | 1 | 4 | -0.3 | 2 | 0 | 19 | 4 | 5 | -17
O=C(Nc1ccnn1C1CCN(Cc2ccc(Cl)cc2)CC1)C1CCCC1 | -11 | 2 | -3 | -0.1 | 4 | -3 | -37 | -2 | 8 | -7
Cc1ccc(CNCC(O)(c2ccc(F)cc2)c2ccc(F)cc2)cc1 | 19 | 4 | 2 | 0.0 | 11 | 5 | 9 | 4 | 9 | 30
CCc1ccccc1NC(=O)NCc1ccc2c(c1)OCO2 | -14 | -35 | 5 | 0.1 | -3 | -3 | 10 | 0 | 15 | -20
CCOc1cc2[nH]c(=S)n(CCCN3CCCC3=O)c(=O)c2cc1OCC | 10 | 0 | -1 | -0.4 | -2 | 0 | 24 | 1 | 0 | -5
Cc1c(OC(C)C(=O)NCCCN2CCOCC2)ccc2c1oc(=O)c1ccccc12 (stereo unspecified) | 14 | 4 | -5 | 0.0 | 6 | -34 | -2 | 2 | -7 | -31
O=C1c2ccccc2C(=O)N1CCCOc1ccccc1 | -62 | 1 | 14 | 2.2 | 0 | -7 | -7 | 0 | 25 | -43
Cc1c(C)c2cc(Cl)c(O)c(CN(C)C)c2oc1=O | 30 | 1 | -1 | -0.1 | 3 | -425 | -4 | 1 | 5 | -13
CC(Sc1nnnn1C)C(=O)Nc1ccc(N2CCOCC2)cc1 (stereo unspecified) | -33 | -6 | 5 | 0.5 | -12 | 4 | 16 | -2 | -7 | -9
Cc1cc(C)nc(NC(=O)c2cc([N+](=O)[O-])cc([N+](=O)[O-])c2)n1 | 6 | 0 | 2 | -0.2 | -4 | ? | 6 | 1 | 12 | -2
CCCN(CCC)C(=O)CC(c1ccccc1)c1cc(C)ccc1O (stereo unspecified) | 20 | -2 | 3 | 0.3 | 0 | 9 | 5 | -2 | 8 | -22
COc1ccc(NC(=S)N(Cc2ccc(Cl)cc2)Cc2ccc(C(=O)O)cc2)cc1Cl | -50 | -1 | 0 | 0.6 | 4 | 3 | 63 | 6 | 9 | -12
N#CCc1nn(-c2ccc(Cl)cc2)c(N)c1C#N | -47 | -5 | -17 | -0.4 | 2 | -2 | 14 | 2 | -36 | 0
CCOC(=O)C1=C(COC(=O)c2c(OC)cccc2OC)NC(=O)NC1C (stereo unspecified) | 7 | -7 | 7 | -61 | · | 2 | 6 | · | 14 | ·
CCOc1ccc(-c2cc(C(=O)N/N=C(\C)c3cccnc3)c3ccccc3n2)c(OCC)c1 | 47 | 1 | -11 | 0.2 | 1 | 2 | 12 | 1 | -20 | -3
O=C(NC(Cc1ccccc1)C(=O)O)/C(=C/c1ccccc1)NC(=O)c1cccc(Br)c1 (stereo unspecified) | -9 | -4 | -4 | -0.3 | 1 | 4 | 1 | 1 | 15 | -16
Cc1cnc(C)c(N2CCN(Cc3nc(-c4ccc(C)o4)oc3C)CC2)n1 | 13 | 1 | -1 | 0.2 | -2 | 4 | 47 | -2 | -5 | 2
C=CCNS(=O)(=O)c1ccc(OCC(=O)OC)cc1 | -14 | 7 | -9 | -0.1 | -5 | -4 | 14 | 2 | -27 | 8
Cc1cccc(Oc2ccccc2NC(=O)c2cnccn2)c1 | 34 | 4 | 7 | -0.3 | -1 | -10 | 24 | -7 | -9 | -2
Cc1ccc(CN2C(=O)CSC2c2ccc(F)cc2)cc1 (stereo unspecified) | 11 | 6 | 2 | 1.8 | -4 | 4 | 11 | 0 | -1 | -1
CCOC(=O)N1CCN(C(=O)c2ccc(-n3c(=S)[nH]c4ccccc4c3=O)cc2)CC1 | 18 | 10 | -13 | 0.1 | 8 | -1 | 22 | -1 | 3 | 8
CCOc1cc(NC(=O)c2ccco2)c(OCC)cc1NC(=O)c1ccco1 | -9 | 6 | -17 | -0.1 | -7 | 0 | 12 | -6 | -34 | 6
CCN(CC)S(=O)(=O)c1ccc(/C=C/C(=O)OCC(=O)N(C)C)cc1 | · | · | · | · | 0 | 3 | 20 | 2 | · | -37
COc1cccc(C(=O)Nc2ccc3c(c2)C(=O)c2ccccc2C3=O)c1 | -164 | -6 | 12 | 0.8 | -2 | -1 | 11 | 3 | ? | -2
Cc1ccccc1/C(N)=N/OC(=O)c1ccc(F)cc1 | -177 | 7 | 27 | 2.1 | -2 | -3 | 12 | -3 | 58* | -52
CCCNC(=O)C(=O)NCc1ccccn1 | 17 | -6 | 2 | 0.1 | 7 | -3 | 18 | 1 | 20 | -10
Cc1cc(C(=O)N/N=C/c2c3ccccc3cc3ccccc23)n[nH]1 | 12 | 12 | -9 | 0.8 | 8 | 2 | 19 | 1 | -5 | -21
CC(C)(C)OC(=O)N1CCC(CNC(=O)c2cccs2)CC1 | -4 | -13 | -3 | 0.1 | -5 | -1 | 15 | -10 | 3 | -27
O=C(COC(=O)CNC(=O)c1ccccc1)Nc1ccc2c(c1)OCO2 | -3 | 10 | 0 | -0.2 | -3 | -10 | 13 | -2 | -7 | -8
Cc1ccc(CNC(=O)c2ccc(OCC3CCCO3)cc2)cc1 (stereo unspecified) | -2 | -1 | -10 | 0.1 | -4 | 7 | 22 | 3 | -5 | -18
COc1ccc(Nc2ncnc3sccc23)cc1OC | 6 | -7 | 3 | 1.7 | 3 | · | 15 | -1 | 12 | -36
S=C(c1ccccc1)N1CCN(C(=S)c2ccccc2)CC1 | 17 | -1 | -7 | -0.3 | -5 | 1 | 4 | 2 | 1 | -7
(next part)
SMILES | aSyn UTR inh | Platelet DG rel | HSF1 inhib | HIF act | IEC-6 tox | HDAC3 inh | AI-2 QS modul | HSP90 refold inh | HSF-1 act | KLF5 inhibitor
Cc1ccc(Cl)cc1N1CCN(C(=O)CCS(=O)(=O)c2ccc3c(c2)NC(=O)CO3)CC1 | 21 | -15 | -1 | 0.1 | -2 | -5 | 12 | 1 | 5 | -10
Cc1c(OCC(=O)NCC(O)c2ccccc2)ccc2c3c(c(=O)oc12)CCCC3 (stereo unspecified) | 12 | 8 | 8 | 0.1 | 2 | -3 | 2 | 3 | 8 | -5
O=C(c1ccc([N+](=O)[O-])cc1)n1nc(-c2ccccc2)nc1NCc1ccccc1 | -67 | -1 | 7 | 1.0 | -2 | 2 | 27 | 2 | 23 | -55
C/C(CC(=O)NCc1ccc(Cl)cc1)=N\NC(=O)Cc1ccccc1 | -9 | -28 | 3 | 0.6 | -5 | -1 | 8 | -2 | 6 | -32
NNC(=O)CCCCCCCCCCOCCCCO | -11 | 8 | -2 | 0.2 | -11 | 4 | 1 | 1 | 14 | -12
CCOC(=O)C(Cc1ccc(NC(=O)/C(=C/c2ccc(OC(C)=O)cc2)NC(C)=O)cc1)N1C(=O)c2ccccc2C1=O (stereo unspecified) | 17 | 5 | 3 | 0.2 | -4 | 5 | -15 | 2 | -3 | 9

From PubChem BioAssay
